# MCF10A rereplic = DNA re-replication induction in MCF 10a cells; MCF 10A DNA re-replication, Hoechst nuclear intensity, 48 h; Potency, µM (titrated, usually from 46.1 µM), for inactives: at the highest dose activity, positive = re-replication, usual class: activators; 350,000 compounds, 2.9% hits; note: potency is the fitted concentration of half-maximal effect; % of control where 0% means no effect; nearly all actives have a fitted effect of over 50% in size
# S2 tox = reduces viability in counter-screen for ATXN expression inhibitors. S2 cells (HEK-293 line with an ATXN2-luciferase reporter) viability, CellTiter-Fluor protease fluorescence, 24 h. Potency, µM (series often up to 56.7 µM), hits mostly cytotoxic. AID 651635. 400,000 compounds, 0.49% hits; note: potency is the fitted concentration of half-maximal effect; nearly all actives have a fitted effect of over 40% in size
# IL-1B inflam inh = blocks inflammasome-driven IL-1 beta release; THP-1 LPS/ATP IL-1B secretion, AlphaLISA, 16 h; active compounds read low; activity change, % at 57.5 µM; 360,000 compounds, 4.7% hits; AID 743279; in the data active = activity change below about -50%; inconclusive = mostly about -30% to -49%; note: % is set by controls: 0 for no effect and ±100 for the full control effect
#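 THP-1 cells pretreated 1 hr with compounds (up to 57.5 uM final), then stimulated with LPS (250 ng/mL final) plus ATP (1.25 mM final); secreted IL-1B measured by AlphaLISA after 16 hr, decreased signal indicating inhibition.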
# TGFb inhibitor = blocks TGF-b signaling. HepG2 CAGA-GFP TGF-b/SMAD3 reporter, GFP fluorescence, 18 h; TGF-beta stimulated, 500 pg/mL final. AID 588855. Potency, µM (series often up to 46.1 µM), for the others: top-dose activity, negative = inhibition, most hits filed as inhibitors. 410,000 compounds, 1.2% hits; note: potency is the fitted concentration of half-maximal effect; % is set by controls: 0 for no effect and ±100 for the full control effect; nearly all actives have a fitted effect of over 65% in size
#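 GFP signal (ex488/em500-530) from TGF-beta-stimulated HEPG2 CAGA-GFP cells, 500 pg/mL final, 18 h at 37 degrees C in DMEM plus 1% FBS, normalized to unstimulated and DMSO-stimulated controls.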
# Nrf2 ARE act = activates Nrf2 signaling; AREc32 ARE-luciferase reporter (MCF7-derived line), luminescence, 24 h; Potency, µM (highest dose often 46.1 µM), without a hit: at the highest dose activation, usual class: activators; 410,000 compounds, 0.31% hits; AID 624171; note: potency is the fitted concentration of half-maximal effect; % of control where 0% means no effect; nearly all actives have a fitted effect of over 65% in size
#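 Reporter line AREc32 (ARE-Fluc), seeded overnight in OPTI-MEM with 5% FBS; compound pin-transferred, 24 hr at 37 deg C, 5% CO2; luminescent read-out.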
# ATXN2 expr inh = reduces ATXN2 reporter expression in HEK-293 cells | 360,000 compounds, 0.72% hits | HEK-293 ATXN2-luciferase reporter, luminescence, 24 h | Potency, µM (highest dose often 57 µM), inactives show top-dose activity change, negative = inhibition, usual class: inhibitors; note: potency is the fitted concentration of half-maximal effect; % is set by controls: 0 for no effect and ±100 for the full control effect; nearly all actives have a fitted effect of over 55% in size
#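 ATXN2-luciferase reporter cells (luciferase flanked by upstream and downstream ATXN2 gene portions) were treated 24 h at 37 °C with compounds at up to 57 uM. SteadyGlo luminescence gave expression; GF-AFC fluorescence gave viability.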
# HepG2 tox = counter-screen for TGF-b inhibitors: cytotoxicity in HepG2 cells; AID 588856; 410,000 compounds, 0.76% hits; Potency, µM (highest dose often 46.1 µM), for the others: top-dose activity change, negative = cytotoxicity, actives largely listed as cytotoxic; HepG2 CAGA-GFP viability, ATP luminescence, 18 h; note: potency is the fitted concentration of half-maximal effect; some results filed as inactive show a strong effect at the top dose
#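 CellTiter-Glo luminescence gave cytotoxicity after 18 hours at 37 degrees C. The cells were HepG2 CAGA-GFP in 1% FBS DMEM, stimulated with 500 pg/mL TGF-beta after compound addition. %Activity was normalised to no-cell wells (complete cell-killing) and DMSO (no toxicity), and curves were fitted and classified.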
# A549 viability = A549 cytotoxicity, counter-screen for Nrf2 inhibitors. A549 ARE-Fluc cells, CellTiter-Fluor viability, 18-24 h. Potency, µM (titrated, usually from 46 µM), inactives show at the highest dose activity change, negative = cytotoxicity, actives largely listed as inhibitors. 390,000 compounds, 0.16% hits; note: potency is the fitted concentration of half-maximal effect; % is set by controls: 0 for no effect and ±100 for the full control effect
#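 A549 ARE_Fluc cells in 5% FBS OPTI-MEM were exposed to compounds in concentration-response for 18-24 h at 37 deg C. Viability was read by CellTiter-Fluor fluorescence (Ex 405/Em 525) after 30 min, before the luciferase read.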
# Nrf2 block = Nrf2 pathway inhibition; A549 ARE-Fluc reporter, luciferase luminescence, 18-24 h; 360,000 compounds, 2.1% hits; Potency, µM (top dose mostly 46 µM), inactives show at the highest dose activity change, negative = inhibition, most hits filed as inhibitors; AID 504444; note: potency is the fitted concentration of half-maximal effect; % is set by controls: 0 for no effect and ±100 for the full control effect; nearly all actives have a fitted effect of over 60% in size
#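 Nrf2 function is reported as luminescence of an ARE-controlled luciferase in A549 cells. Compounds were tested at several concentrations, and a CellTiter-Fluor read on the same wells flagged cytotoxicity.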
# An asterisk follows results filed as active; i = inactive; ? = inconclusive; . = not tested or not shown; & = joins results of further samples; [ ] = dose if it differs, or a comment. Unless noted, calls come from the whole dose curve; as a rule, active = well fitted curve in the direction sought with a large enough effect; inconclusive = small, poorly fitted or top-dose-only effect, or another doubt; inactive = no such curve, though single readings can be large; an effect the other way counts as inactive or inconclusive.
# The first two entries, to show the layout:
compound	MCF10A rereplic	S2 tox	IL-1B inflam inh	TGFb inhibitor	Nrf2 ARE act	ATXN2 expr inh	HepG2 tox	A549 viability	Nrf2 block
COc1ccccc1CN1CC(C(=O)NCc2cc(F)cc(C(F)(F)F)c2)CCC1=O (stereo unspecified)	-3.4%	?	-20.6	-16.1%	0.3%	7.4%	-10.9%	-1.2%	11.5%
CCSc1nc2c(c(=O)[nH]1)C(c1cccnc1)C(C(=O)OC(C)C)=C(C)N2 (stereo unspecified)	?	i	-4.0	-2.7%	-0.3%	-6.4%	-19.6%	2.2%	-17.5%

# Main list (from the top)
compound	MCF10A rereplic	S2 tox	IL-1B inflam inh	TGFb inhibitor	Nrf2 ARE act	ATXN2 expr inh	HepG2 tox	A549 viability	Nrf2 block
COc1ccccc1CN1CC(C(=O)NCc2cc(F)cc(C(F)(F)F)c2)CCC1=O (stereo unspecified)	-3.4%	?	-20.6	-16.1%	0.3%	7.4%	-10.9%	-1.2%	11.5%
CCSc1nc2c(c(=O)[nH]1)C(c1cccnc1)C(C(=O)OC(C)C)=C(C)N2 (stereo unspecified)	?	i	-4.0	-2.7%	-0.3%	-6.4%	-19.6%	2.2%	-17.5%
CCOC(=O)C1CCCN(C(=O)c2ccc(C)c(NC(=O)c3nsc4ccccc34)c2)C1 (stereo unspecified)	.	i	.	1.8%	1.0%	-7.0%	-24.8%	8.2%	.
Cc1ccc(OCCCC(=O)Nc2ccc(N3CCOCC3)cc2)c(C)c1	-5.6%	i	-4.3	10.2%	-0.7%	-0.3%	-3.4%	-1.0%	.
CCOc1ccc(CN(C)Cc2cc(=O)oc3cc(C)c(Cl)cc23)cc1	17.1%	i	14.6	14.8%	-0.1%	-20.0%	-0.1%	-3.6%	-9.2%
Cc1cccc(C)c1Nc1c(-c2ccc(N3CCOCC3)cc2)nc2ncccn12	1.9%	?	?	0.0%&-6.6%	-0.6%&-1.1%	2.1%&-4.7%	-87.9%&0.0%	-13.3%&-0.8%	?
CN(CCc1cnn(C)c1)Cc1cn[nH]c1-c1ccc(-c2ccccc2)cc1	-4.5%	?	-24.5	-10.2%	4.8%	-11.7%	-22.5%	9.5%	23.4%
CCn1c(C(C)NC(=O)c2ccc(OC)c(OC)c2)nc2ccccc21 (stereo unspecified)	-0.6%	i	0.0	-27.8%	0.4%	1.0%	-3.3%	-5.2%	7.4%
CCOC(=O)c1[nH]c(C)c(/C(C)=N\O)c1C	1.8%	i	8.6	-9.1%	-0.6%	8.9%	-12.2%	1.1%	6.5%
NC(=O)CSc1nnc(NC(=O)c2ccc(S(=O)(=O)N3CCOCC3)cc2)s1	-4.8%	i	9.5	-0.1%	0.0%	-10.6%	3.5%	0.9%	2.1%
COc1ccc(C(=O)COC(=O)CCC(=O)Nc2ccc(C(C)=O)cc2)cc1	-3.9%	i	14.5	0.7%	0.9%	37.6%[activator]	17.7%	0.6%	?
CC(C)c1ccc(S(=O)(=O)N2CCC(C(=O)N3CCC3)CC2)cc1	12.2%	?	9.7	-12.0%	-0.3%	-1.2%	-2.0%	-6.7%	?
Cc1nn(C(=O)c2cccc([N+](=O)[O-])c2)c(C)c1Br	-3.8%	?	-13.6	1.5%	-0.5%	-29.6%	2.4%	-0.7%	-15.2%
Cc1onc(-c2ccccc2Cl)c1C(=O)N1CC(C)CC(C)C1 (stereo unspecified)	?	i	3.8	0.0%	-0.3%	-21.9%	-9.8%	-3.7%	-4.4%
Cc1noc(C)c1NC(=O)Nc1cccc2c1O[C@H](CN(C)C(=O)NC1CCCCC1)[C@@H](C)CN([C@H](C)CO)C2=O	-1.4%	i	-1.9	11.3%	-0.8%	3.8%	0.5%	-0.3%	16.1%
Cc1ccc(C(=O)CSc2ccccc2C(=O)O)cc1	-0.3%	i	5.2	-3.1%	-1.3%	.	-8.9%	-3.1%	?
Cc1ccc(-n2ncc3c2CC(C)(C)CC3NC(=O)c2ccncc2)cc1 (stereo unspecified)	5.0%	i	i	-2.1%	-0.5%	-12.8%	-2.0%	-7.5%	-9.5%
COC(=O)CC1C(=O)NCCN1C(=O)Nc1ccccc1 (stereo unspecified)	-2.9%	i	8.5	-17.8%	0.3%	?	-2.0%	-3.2%	-1.4%
COc1ccc(/C=N/NC(=O)c2cc(C3CC3)[nH]n2)cc1OC	?	i	-0.7	12.9%	3.4%	-12.5%	-5.6%	10.4%	7.5%
Clc1cccc(CN2CCN(Cc3ccco3)CC2)c1	-4.3%	i	7.2	-2.7%	-0.4%	-5.8%	-38.2%	9.6%	4.4%
NC(=O)N/N=C/c1c(F)c(F)c(F)c(F)c1F	?	i	-19.6	4.4%	1.5%	-4.5%	-2.5%	-2.3%	15.1%
CCOC(=O)C(C)(C)Sc1nc2c(cnn2-c2ccc(Cl)cc2)c(=O)[nH]1	3.1%	?	39.7	-15.4%	0.1%	-27.7%	-22.1%	-14.8%	?
CC(=O)COc1coc(CN2CCN(c3ccc(F)cc3)CC2)cc1=O	2.4%	i	48.5	-3.1%	-0.6%	1.0%	-8.6%	0.0%	0.0%
O=S(=O)(Cc1ccccc1)Nc1cccc(F)c1	-1.6%	i	-2.8	-8.2%	-0.6%	1.8%	-0.3%	8.9%	6.9%
CC1CCCN(C/C(O)=C(\C#N)c2nc3ccccc3[nH]2)C1 (stereo unspecified)	-2.1%	i	-13.4	36.4%[activator]	2.4%	5.5%	-4.8%	-0.4%	20.7%
Cc1nn(Cc2ccccc2Cl)c(C)c1NC(=O)c1cc(-c2ccc(F)cc2)on1	4.11µM*	i	20.1	2.4%	0.1%	-20.9%	-2.3%	-0.2%	.
Cc1ccc(N(CC(=O)NC2CCCCC2C)S(=O)(=O)c2c(C)noc2C)cc1 (stereo unspecified)	-1.3%	i	4.8	2.4%	0.4%	8.2%	1.3%	2.3%	2.6%
CN(CC1CCCO1)S(=O)(=O)c1ccc(C(=O)Nc2ccccc2F)cc1 (stereo unspecified)	?	i	i	1.5%	2.2%	8.1%	-14.6%	15.7%	?
CCOC(=O)C1=C(C)NC(C)=C(C(=O)OCC)C1C(=O)OC1CCOC1=O (stereo unspecified)	-7.4%&-8.7%	i	4.7&14.7	-24.9%&1.0%	0.0%&-0.8%	-0.2%&3.6%	-7.7%&7.8%	1.1%&2.8%	4.6%&13.6%
CC(C)(C)S(=O)N1Cc2cc(C(=O)O)nc(-c3cccc(-c4cc5ccccc5o4)c3)c2[C@H]1CCO (stereo partly specified)	.	i	10.8	-16.5%	0.1%	15.5%	-1.4%	.	.
Cn1c(=O)c2c(nc(CN3CCC(C(N)=O)CC3)n2Cc2ccccc2F)n(C)c1=O	-0.1%	i	29.2	0.0%	-0.3%	8.0%	13.7%	8.8%	7.2%
COC(=O)c1ccc(NC(=O)N2CCOCC2)cc1	-0.9%	i	0.0	13.6%	0.3%	7.7%	-1.6%	-3.7%	10.5%
Cc1cc(C#N)c2ccccc2n1	-3.1%	i	16.1	1.2%	-0.5%	-4.6%	11.8%	-6.1%	-4.9%
CCC(=O)NC(=S)N1CCN(c2ccc([N+](=O)[O-])cc2Cl)CC1	20.2%	i	-5.8	-31.5%	3.0%	-16.5%	5.7%	0.6%	-24.3%
Cc1ccccc1NC(=O)CSc1nc(-c2ccco2)nc2cc(=O)[nH]n12	.	i	.	-22.3%	7.7%	17.3%	-5.7%	5.9%	25.0%
CCOC(=O)c1c(C)oc2cc(Br)c(O)c(Br)c12	19.6%	i	28.8	-4.2%	?	69.1%[activator]	-25.4%	0.4%	12.5%
Cc1n[nH]c(C)c1CCC(=O)N/N=C/c1cccs1	-0.4%	i	-0.2	7.1%	2.7%	9.4%	-4.2%	0.7%	2.9%
C/C(CC(=O)Nc1ccccn1)=N\NC(=O)c1ccc(C)cc1	-4.8%	i	-11.1	-1.3%	5.4%	-8.3%	-7.0%	3.3%	1.8%
CC(=O)c1cccc(NC(=O)C2Cc3c(-c4ccccc4Oc4ccccc4)ccnc3O2)c1 (stereo unspecified)	.	?	?	-8.6%	1.4%[9.22 µM]	?	-11.3%	.	.
COc1ccc2[nH]cc(C(=O)CN3CCC(C)CC3)c2c1	7.4%	i	-3.0	12.3%	0.5%	27.9%	-3.9%	6.2%	20.5%
CCOc1cc(N2CCOCC2)c(OCC)cc1NC(=O)CN1C(=O)C2CC=CCC2C1=O (stereo unspecified)	-3.5%	i	25.9	1.5%	-0.5%	-15.3%	-7.9%	6.5%	-13.7%
CC(C)OC(=O)c1ccc(N)cc1	-42.5%[inhibitor]	i	-5.6	12.4%	2.3%	-6.8%	1.2%	-1.2%	-16.0%
Cc1cccc(NC(=S)NNC(=O)CCn2cc(C)cn2)c1	-0.9%	i	-13.8	-16.0%	0.4%	2.0%	-29.3%	-2.0%	-6.2%
Cc1nn(C)c(C)c1NC(=O)Nc1ccc(Cl)c(Cl)c1	-1.8%	i	-19.6	1.0%	-0.3%	-4.4%	66.7%	2.4%	-5.5%
COC(=O)c1c(NC(C)=O)sc(C)c1C	-0.6%	i	5.2	-0.4%	1.6%	3.1%	4.3%	-2.5%	-5.8%
COc1ccc(NC(=O)c2cccc(NC3=NC4CS(=O)(=O)CC4S3)c2)cc1Cl (stereo unspecified)	-0.5%	i	-12.5	-7.8%	-0.6%	-8.3%	-15.8%	5.0%	4.4%
Cc1cc(NC(=O)c2ccc(-c3ccc(Cl)cc3)o2)cc(-c2nc3ncccc3o2)c1O	.	i	.	-23.7%	0.2%	10.9%	5.6%	-3.0%	16.4%
CCOC(=O)C(CC)Sc1nc2c(cnn2-c2ccc(F)cc2)c(=O)[nH]1 (stereo unspecified)	1.1%	i	58.7	32.9%[activator]	-0.3%	-26.7%	9.5%	-1.0%	-4.9%
Fc1ccc(-c2noc3ncnc(NCc4ccc(Cl)cc4)c23)cc1	.	i	.	-8.5%	-0.3%	6.9%	-0.2%	2.7%	-2.8%

# Screening results (PubChem)
